# Screening results as filed in PubChem BioAssay.
# SENP8 block: human SENP8 protease inhibitors, primary screen, biochemical, fluorescence, Nedd8 protein substrate, uHTS; Sentrin-specific protease 8 (Homo sapiens), Q96LD8; AID 602440, 2012; recombinant SENP8; 0.64% of 360,000 active; inhibition, % at 20 µM; in the data active means inhibition mostly above about 40%, no sharp cut-off; inactive means mostly below about 27%
# Target sequence (Q96LD8 whole entry, looked up): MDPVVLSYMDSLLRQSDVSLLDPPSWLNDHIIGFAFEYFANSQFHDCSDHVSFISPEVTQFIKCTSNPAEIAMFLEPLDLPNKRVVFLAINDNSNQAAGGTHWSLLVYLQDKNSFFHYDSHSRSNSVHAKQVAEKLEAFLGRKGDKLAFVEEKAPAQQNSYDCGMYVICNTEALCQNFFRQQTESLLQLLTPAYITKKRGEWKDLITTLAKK
# MPTP inh: mitochondrial permeability transition pore inhibitors, primary screen, biochemical, isolated mouse mitochondria, absorbance. Ca2+ swelling absorbance, 30 min. inhibition, % at 10 µM. 1.4% of 360,000 active;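 active means inhibition of 50% or more, scaled per plate between neutral and stimulator controls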;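 further: 0% = DMSO wells given calcium and 100% = 1 mM EGTA wells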
# SENP1 FRET inh: human SENP1 catalytic domain inhibitors, primary screen, biochemical, FRET, uHTS; recombinant SENP1 catalytic domain, CyPet-SUMO1-YPet FRET cleavage; inhibition, % at 10 µM; 0.21% of 360,000 active;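 active means inhibition at least 30% at 10 µM, raw YFP signal under a set limit, fluorescence ratio 0.5 to 1.5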;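 further: 0% = enzyme with DMSO and 100% = no enzyme wells; some results filed as inactive read as strong as hits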
# Target sequence (Q9P0U3 419-644 limits assumed): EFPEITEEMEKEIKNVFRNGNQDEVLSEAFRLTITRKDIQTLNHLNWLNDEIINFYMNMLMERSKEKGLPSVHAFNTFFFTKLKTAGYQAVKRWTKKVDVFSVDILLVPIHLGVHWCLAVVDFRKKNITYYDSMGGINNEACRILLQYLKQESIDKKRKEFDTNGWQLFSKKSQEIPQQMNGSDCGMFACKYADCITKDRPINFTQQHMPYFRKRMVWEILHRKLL
#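 System: Recombinant human SENP1 catalytic domain, His6-tagged | Incubation: Enzyme reaction for 50 min at room temperature, dark | Medium: Tris pH 8 with BME, BSA, NP40 and catalase | Also added: 25 nM SUMO1 FRET substrate | Compound: 10 µM single point, 0.5% DMSO | Measured by: FRET fluorescence in CFP and YFP emission channels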
# * marks the source's active call; other numbers are inactive results.
SMILES,SENP8 block,MPTP inh,SENP1 FRET inh
CCCCCCCCN1C(=O)[C@H](CC(=O)NCC23CC4CC(CC(C4)C2)C3)C[C@@]2(C(=O)OC)CC(C)(C)CC=C12,19,1.0,0
Cc1ccccc1C(c1ncccc1C)N(C)C(=O)C1CCN(CCOc2ccc(Cl)cc2Cl)CC1 (stereo not given),16,4.4,-5
CCOC(=O)C1=CCC(c2cccn2C(=O)OC(C)(C)C)N(S(=O)(=O)c2ccc(C)cc2)C1 (stereo not given),-19,0.6,-13
COc1cc2c(cc1OC)/C(=C/C(C)=O)OC2,8,-0.9,-8
CCNC(=O)C1(C)CCCN(Cc2ccc(-n3ccnc3)cc2)C1 (stereo not given),11,-0.5,1
COc1ccc(C(O)c2nc(-c3ccccc3C)cs2)cc1 (stereo not given),9,1.3,2
O=C(Nc1ccccc1)C1Cc2c(-c3ccc(Cl)cc3)ccnc2O1 (stereo not given),13,0.5,2
Cc1nc2c(OCc3ccc(OC(F)F)cc3)cccn2c1N(C)C(=O)CCC1CCCC1,18,1.8,-1
CCCCC[C@H](C)N1C[C@@H](COCc2ccccc2)Oc2cc(N3CC[C@@H](N(C)C)C3)ccc2S1(=O)=O,-11,5.9,0
OC(c1ccc(F)c(F)c1)c1nc(-c2cccs2)cs1 (stereo not given),19,0.6,2
COc1ccccc1CCn1cnc(C)c1CC(C)C,5,0.0,-4
COc1ccc(Cc2c(-c3ccc(F)cc3)nc3ccc(Cl)cn23)c(C)c1,-189,-0.4,-10
CCOC(=O)C1(C)CCCCCN1C(=O)c1ccc(Cl)nc1 (stereo not given),14,-1.1,0
CC(=O)c1ccc(OC2(C)CCN(Cc3cc4ccccc4[nH]3)C2)cc1 (stereo not given),23,2.4,-2
OC[C@@H]1CN(Cc2cccs2)C[C@H](n2cnc3c(N4CCOCC4)ncnc32)O1,8,-1.1,-2
CCC1(C)CC(C#N)(C#N)C(=O)NC1=O (stereo not given),2,-0.3,2
COc1cc(CNc2ncnc3c2ncn3[C@H]2CN(Cc3ccc4c(c3)OCO4)C[C@@H](CO)O2)cc(OC)c1OC,1,-1.2,2
CN(Cc1cnn(-c2ccc(F)cc2)c1)C(=O)[C@H]1O[C@@H](n2ccc(=O)[nH]c2=O)[C@H](O)[C@@H]1O,22,-0.3,0
CN(Cc1cn(Cc2cccc(Cl)c2)nn1)C1CN(Cc2cn(Cc3cccc(Cl)c3)nn2)S(=O)(=O)C1 (stereo not given),20,0.0,-1
OC(c1cccc(F)c1)c1ncc(-c2ccc(C(F)(F)F)cc2)[nH]1 (stereo not given),7,3.5,0
Cc1cccc(C)c1-n1nnnc1C1c2ccccc2C(=O)N1CCCn1ccnc1 (stereo not given),15,-0.4,0
Cc1cccc(-c2cnc(C(O)c3ccc4ccccc4c3)[nH]2)c1 (stereo not given),12,3.6,0
COC(=O)[C@@]1(Cc2ccc(F)cc2)[C@H]2c3cc(C(=O)N4CCCC4)n(Cc4ccc(Cl)c(C(F)(F)F)c4)c3C[C@H]2CN1C(=O)c1ccccc1,3,1.1,-2
CN(C)CCCNC(=O)c1ccc(-c2cc3nc(NCc4cccnc4)n(C)c(=O)c3s2)cc1,-324,0.4,2

# 4 entries from above, sorted by their value in SENP1 FRET inh, ascending:
Compound	SENP1 FRET inh
COC(=O)[C@@]1(Cc2ccc(F)cc2)[C@H]2c3cc(C(=O)N4CCCC4)n(Cc4ccc(Cl)c(C(F)(F)F)c4)c3C[C@H]2CN1C(=O)c1ccccc1	-2
CN(Cc1cn(Cc2cccc(Cl)c2)nn1)C1CN(Cc2cn(Cc3cccc(Cl)c3)nn2)S(=O)(=O)C1 (stereo not given)	-1
CN(Cc1cnn(-c2ccc(F)cc2)c1)C(=O)[C@H]1O[C@@H](n2ccc(=O)[nH]c2=O)[C@H](O)[C@@H]1O	0
CCC1(C)CC(C#N)(C#N)C(=O)NC1=O (stereo not given)	2

# Other records:
SMILES,SENP8 block,MPTP inh,SENP1 FRET inh
Cc1c(C(=O)NCc2cccc(C(F)(F)F)c2)sc(=O)n1Cc1ccccc1F,7,0.6,4
Cn1c(=O)c2c(-c3ccccc3)n(-c3cccc(O)c3)cc2n(C)c1=O,-372,0.3,-14
COc1cccc(Nc2nc(C(N)CO)cs2)n1 (stereo not given),-7,0.5,-5
CCCCNC(=O)C1c2ccccc2OCC(=O)N1C1CC1 (stereo not given),9,-0.1,0
COc1ncccc1-c1cc2nc(NCCNC(C)=O)n(C)c(=O)c2s1,-241,0.0,1
CCNC(=O)C1(C)CCN(Cc2ccc(C(=O)OCC)o2)C1 (stereo not given),0,-0.2,-2
CCCC(=O)N1CCC1(C)C(=O)Nc1ccccn1 (stereo not given),22,-1.5,0
COc1cc(Cl)ccc1OC1(C)CCN(Cc2c(F)cccc2F)C1 (stereo not given),21,-1.4,4
O=S(=O)(Nc1ccc(C(O)(C(F)(F)F)C(F)(F)F)cc1)c1cccc2cccnc12,4,0.7,1
COc1ccc(NC(=O)c2cc(-c3cc(Cl)ccc3OC)n[nH]2)c(OC)c1,18,1.7,2
C[C@@H](NC(=O)[C@H]1O[C@@H](n2cnc3c(N)ncnc32)[C@H](O)[C@@H]1O)c1cccc2ccccc12,28,-1.8,1
CC1(C(=O)Nc2ccc(F)cc2F)CCN1C(=O)Cc1ccccc1Cl (stereo not given),14,-2.1,3
COc1ccc(CN2CCC2(C)C(=O)Nc2ccc(OC)c(OC)c2)cc1 (stereo not given),5,-1.4,3
COc1ccc([C@H]2CC(=O)C[C@@H](CCn3cc(-c4ccc(F)cc4)nn3)O2)cc1,16,1.6,-1
Cc1cccc(/C=C/c2ccccc2)n1,-25,-1.2,0
COc1ccc(OC)c(CN2C(=O)c3ccccc3C2c2nnnn2C(C)C)c1 (stereo not given),17,-1.4,2
Cc1cc(Br)ccc1NC(=O)CCCOc1cc(=O)n(C)c2ccccc12,24,-0.1,1
c1ccc(-c2cc3nc(NCc4ccc5c(c4)OCO5)ccn3n2)cc1,-474,1.9,1
CC(O)(c1cccc(F)c1)c1nc(-c2cccc(F)c2)cs1 (stereo not given),14,2.3,-2
CCCS(=O)(=O)NC(=O)C1(C)CCCN(C(=O)c2ccc(SC(F)(F)F)cc2)C1 (stereo not given),11,0.6,1
CCCN(C)C1CN(Cc2cn(Cc3ccc(C)cc3)nn2)S(=O)(=O)C1 (stereo not given),16,0.2,0
CC(=O)Nc1cc(-c2cccc(C(=O)N(C)C)c2)cn2c(-c3ccc(F)cc3)cnc12,-251,0.2,-2
Cc1cccc(C2CC(c3ccccc3)=NN2c2ccc(S(N)(=O)=O)cc2)c1 (stereo not given),-336,-1.8,-71
CC1=NN(c2ccccc2)C(=O)C1CCC#N (stereo not given),11,1.1,3
CC1(C(=O)NCc2ccc(C(F)(F)F)cc2)CCN1Cc1ccccc1OC(F)F (stereo not given),25,1.7,3
CC(=O)Nc1ccc(-c2ccnc3c2CC(C(=O)Nc2ccccc2)O3)cc1 (stereo not given),3,0.1,2
COc1cccc(NC(=O)C2(C)CCN2C(=O)Cc2ccc(C(C)C)cc2)c1 (stereo not given),3,0.3,-1
Cc1c(P(=S)(c2ccccc2)c2ccccc2)[n+]2ccccc2n1CCc1ccccc1,7,-2.4,0
CCCc1nc2cc(C)c(Br)c(C)n2c1Cc1ccsc1,-2,2.2,3
CSc1ccc(CNC(=O)C2(C)CCCN(C(C)C)C2)cc1 (stereo not given),10,-1.2,-2
Cc1ccccc1Cn1c(C)c(C(=O)N(C)Cc2ccc(F)cc2)sc1=O,8,-1.7,-1
Cc1ccc(CN2CC(N3CCN(CCO)CC3)CS2(=O)=O)cc1 (stereo not given),9,1.3,2
O=C(NCC(F)(F)F)c1ccc2sc([C@H]3C[C@H](O)[C@@H](CO)O3)nc2c1,2,-1.7,-4
CC(=O)N1CCC(c2nc3ccccc3n2C(C)C(=O)NCc2ccccc2)CC1 (stereo not given),11,0.9,2
O=C(Cc1ccccc1)NC1CCCCC1,5,-0.7,-3
O=C(C(=O)N1CCC(Cc2ccccc2)CC1)c1cccs1,16,-2.6,1
Cc1csc(-c2ccc3cc(Cl)cc(Cl)c3n2)n1,-365,1.8,-1
CC1(c2nnnn2Cc2ccccc2)CCC(=O)N1CC(F)(F)F (stereo not given),9,-2.0,2
COCCCN1C(=O)C(CC(=O)NCCCN(C)C)CC(C(=O)N2CCOCC2)=C1C (stereo not given),13,-2.0,1
COC(=O)c1cnc(Nc2nc(C(N)Cc3ccc(OC)cc3)cs2)nc1C(F)(F)F (stereo not given),17,2.0,-1
COC(=O)c1ccc(CNC(=O)CC[C@H]2O[C@@H](n3cc(C)c(=O)[nH]c3=O)C[C@@H]2O)cc1,24,0.1,0
CCc1nc2ccc(C(=O)Nc3cccc(OCC(=O)N(C)C)c3)cn2c1N(CCN(C)C)CC1CC1,0,2.3,-6
Cn1c(NCCc2ccncc2)nc2cc(-c3cccc(Cl)c3)sc2c1=O,-40,-0.2,-8
CC(C)C[C@H]1COc2cc(N3CC[C@H](O)C3)ccc2S(=O)(=O)N1,12,-0.5,0
COc1cc(F)ccc1-c1csc(C(NC(C)=O)c2ccccc2)n1 (stereo not given),-2,-0.2,0
CCOC(=O)C(=O)N(C)c1c(CC)nc2c(OCCC3CCCCC3)cccn12,14,-0.7,1
CSc1ccc(CN2CCC(C)(Oc3ccc(CC#N)cc3)C2)cc1 (stereo not given),21,-1.7,-3
CCc1ccc2c(c1)NC(=O)C2(C)Cc1ccc(C(F)(F)F)nc1 (stereo not given),0,-0.8,1

# Full records, quoted from the list. Values in the order: SENP8 block | MPTP inh | SENP1 FRET inh
# `COC(=O)c1ccc(CNC(=O)CC[C@H]2O[C@@H](n3cc(C)c(=O)[nH]c3=O)C[C@@H]2O)cc1` is listed as 24 | 0.1 | 0
# `Cn1c(NCCc2ccncc2)nc2cc(-c3cccc(Cl)c3)sc2c1=O` is listed as -40 | -0.2 | -8
# `CCc1ccc2c(c1)NC(=O)C2(C)Cc1ccc(C(F)(F)F)nc1` (stereo not given) is listed as 0 | -0.8 | 1
# `CCc1nc2ccc(C(=O)Nc3cccc(OCC(=O)N(C)C)c3)cn2c1N(CCN(C)C)CC1CC1` is listed as 0 | 2.3 | -6

# Next part
SMILES,SENP8 block,MPTP inh,SENP1 FRET inh
CCCCNC(=O)C1(C)CCN1C(=O)c1cc(OC)ccc1Br (stereo not given),6,-0.4,1
CC(=O)NC(c1ccccc1)c1nc(-c2cccs2)cs1 (stereo not given),-1,0.6,2
COC(=O)C[C@H]1C=C[C@@H](NC(=O)Nc2cccc(OC)c2)[C@@H](CO)O1,4,8.8,0
COC(=O)[C@@]12C[C@@H](CC(=O)N3CCOCC3)C(=O)N(Cc3ccccc3)C1=CCC(C)(C)C2,30,-0.2,3
COc1cccc(C(O)c2nc(-c3ccc(N(C)C)cc3)cs2)c1 (stereo not given),-12,17,0
O=C(Nc1ccc2c(c1)OCO2)c1cc(C2CCCCN2C(=O)CCc2ccccc2)on1 (stereo not given),5,0.6,0
COc1ccc(NC(=O)c2cc(C3CCCCN3C(=O)c3ccc4c(c3)CCO4)on2)c(C)c1 (stereo not given),10,0.6,-1
COc1cc(NC(=O)C2(C)CCN2C(C)C)cc(OC)c1OC (stereo not given),23,-2.7,-1
CSc1ccccc1-c1cnc(NC(C)=O)cn1,-72,-1.2,2
CCOC(=O)C1CCCN(C(=O)c2ccc3c(c2)C(C)(C)CCC3(C)C)CC1 (stereo not given),15,0.0,3
CCc1nc2ccc(C(=O)Nc3cccc(OCC(=O)N(C)C)c3)cn2c1N(CC)CCOC,12,1.3,-2
CCNC(=O)C1CCCN(C(=O)c2cccc(Cl)c2)CC1 (stereo not given),13,1.8,-1
Nc1c(-c2ccc(C(F)(F)F)cc2)nc2ncccn12,-2,-0.1,53*
CCOC(=O)N(C)c1c(CC)nc2c(OCCOc3ccccc3)cccn12,-9,0.3,-3
Cc1ccc(Cn2cc(CN3CC(N4CCN(CCN(C)C)CC4)CS3(=O)=O)nn2)cc1 (stereo not given),15,-0.3,-3
CCc1ccccc1Oc1nc(NC(C)C)nc2ccsc12,-178,-1.2,-1
CCOc1cc(OCC)cc(C(=O)NCCN2CCC(n3c(=O)[nH]c4ccccc43)CC2)c1,19,-0.3,0
CC1(C(=O)NS(=O)(=O)c2ccc(Cl)cc2)CCN1C(=O)Cc1cc(F)ccc1F (stereo not given),15,-0.1,0
CN1CCN(C(=O)c2ccc(-c3cnn(C)c3)c3ccoc23)CC1,-1,0.9,0
CC(=O)C1=CCC(c2ccc(Br)cc2)N(S(=O)(=O)c2ccc(C)cc2)C1 (stereo not given),9,0.4,1
C=CCNc1nc(NCCCN2CCCC2=O)c2sc(-c3ccccc3)cc2n1,-336,-1.0,-2

# These rows are one share of the data; count on the stated rates, not on these rows.
